mcGAS inh = blocks mouse cGAS activity | Q8C6L5 | recombinant cGAS, Kinase-Glo ATP depletion luminescence | inhibition, % at 12.5 µM | AID 1259399 | hit rate 0.15% among 160,000;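 further: 0% = negative control wells and 100% = reference inhibitor with no enzyme activity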
hcGAS inh = human cGAS inhibition; Q8N884; recombinant h-cGAS, ATP depletion, Kinase-Glo luminescence; inhibition, % at 12.5 µM; hit rate 0.081% among 290,000; AID 1259398;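 further: 0% = vehicle reaction and 100% = reaction without DNA for no activity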
Target sequence (Q8N884 whole entry, looked up): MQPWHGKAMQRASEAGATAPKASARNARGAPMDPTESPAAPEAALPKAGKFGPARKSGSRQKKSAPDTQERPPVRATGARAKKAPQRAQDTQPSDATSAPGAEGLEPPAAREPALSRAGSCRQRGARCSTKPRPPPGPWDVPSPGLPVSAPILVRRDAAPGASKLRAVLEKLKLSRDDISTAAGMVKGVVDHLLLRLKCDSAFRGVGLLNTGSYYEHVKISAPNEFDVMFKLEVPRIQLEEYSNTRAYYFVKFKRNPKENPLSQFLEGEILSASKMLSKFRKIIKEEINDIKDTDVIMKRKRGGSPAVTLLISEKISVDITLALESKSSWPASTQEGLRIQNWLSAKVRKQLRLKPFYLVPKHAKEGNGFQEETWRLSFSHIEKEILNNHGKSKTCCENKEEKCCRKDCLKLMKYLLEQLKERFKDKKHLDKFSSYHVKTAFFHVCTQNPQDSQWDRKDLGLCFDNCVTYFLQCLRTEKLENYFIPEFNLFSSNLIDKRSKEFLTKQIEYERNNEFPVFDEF
NPYLR7 ag = mosquito NPYLR7 agonism; AID 1259423; activation, % at 10 µM; HEK293T NPYLR7/Galpha15, GCaMP6s calcium fluorescence; hit rate 0.15% among 270,000; in the data active means activation above about 40%;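 further: 0% = vehicle and 100% = reference agonist at the receptor; some compounds past the cut are filed as inactive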
Active calls of the source: *. Unless noted, no stated cut-off is given here; in the data, active means inhibition above about 40%; inactive means the rest.

How did CCCc1cc(CN(C)C(=O)c2cccs2)[nH]n1 do in these assays?
hcGAS inh: -5; NPYLR7 ag: -2

Results for Fc1ccc(NC2CCCNC2)cc1 (stereo not drawn) ?
mcGAS inh: -6; hcGAS inh: 0; NPYLR7 ag: 2

What do the screens show for `CCOC(=O)c1sc2ncnc(NCC(C)(C)N3CC(C)OC(C)C3)c2c1C` (stereo not drawn)?
hcGAS inh: -9; NPYLR7 ag: 5

How did COc1cccc([C@@H](C)NC(=O)CCc2nnc(Cc3cc(OC)ccc3OC)o2)c1 do in these assays?
hcGAS inh: -1; NPYLR7 ag: 4

What do the screens show for `COc1ccc(NC(=O)N2CCN(CC(OCc3c(F)cccc3F)c3ccc(Cl)cc3)CC2)c(OC)c1` (stereo not drawn)?
mcGAS inh: -4; hcGAS inh: -1; NPYLR7 ag: -4

What do the screens show for `Cc1ccc(CN(Cc2ccc3c(c2)OCO3)Cc2nc(C(=O)NC3CC3)co2)cc1`?
mcGAS inh: -4; hcGAS inh: -1; NPYLR7 ag: 21

Results for CC(=O)Cn1c(=O)c2c(nc3n(-c4ccc(C)c(Cl)c4)c(C)cn23)n(C)c1=O ?
hcGAS inh: 1; NPYLR7 ag: -2

What do the screens show for `COc1ccccc1CN1CCC(CN(CC(C)C)C(=O)C2CCCO2)CC1` (stereo not drawn)?
mcGAS inh: -10; hcGAS inh: -6; NPYLR7 ag: 1

How did Cc1nc2n(n1)CC(NCC(=O)N(CCC#N)Cc1ccco1)CC2 (stereo not drawn) do in these assays?
hcGAS inh: -13; NPYLR7 ag: 0

Results for CC(C)Oc1ccc(C(O)=C2C(=O)C(=O)N(CCCN(C)C)C2c2ccncc2)cc1 (stereo not drawn) ?
mcGAS inh: -7; hcGAS inh: -5; NPYLR7 ag: 14

How did COc1cccc(C2C(C(N)=O)=C(C)Nc3ncnn32)c1 (stereo not drawn) do in these assays?
hcGAS inh: 3; NPYLR7 ag: -13

What do the screens show for `CCN(CCC(N)=O)Cc1ccc(OCc2cccs2)c(OC)c1`?
hcGAS inh: -13; NPYLR7 ag: 3

How did O=C1C2CCCCC2C(=O)N1c1cc(=O)[nH]c2nc(COc3ccccc3)nn12 (stereo not drawn) do in these assays?
hcGAS inh: 9; NPYLR7 ag: 2

How did CCCC(O)CN(CCCOC)Cc1ccsc1 (stereo not drawn) do in these assays?
mcGAS inh: 1; hcGAS inh: 0; NPYLR7 ag: -6

Results for O=C(Nc1n[nH]c(-c2c(F)cccc2F)n1)c1cscn1 ?
mcGAS inh: -16; hcGAS inh: -6; NPYLR7 ag: 5

What do the screens show for `CCc1n[nH]c2c1CN(C(=O)C1=C(C)NC(=O)NC1c1cccs1)CC2` (stereo not drawn)?
hcGAS inh: -7; NPYLR7 ag: 9

How did Cc1cccc(COn2cccc(C(=O)Nc3ccc(Cl)cc3C(F)(F)F)c2=O)c1 do in these assays?
mcGAS inh: -8; hcGAS inh: -6; NPYLR7 ag: 14

Results for CCCNc1nc(SC)nc2c1cnn2CCNC(=O)c1c(F)cccc1Cl ?
mcGAS inh: -4; hcGAS inh: -4

How did CC1CCN(/C=C(\C#N)C(=O)Nc2cccc(Cl)c2)CC1 do in these assays?
hcGAS inh: -2; NPYLR7 ag: 3

What do the screens show for `CCOc1ccc(NC(=O)N(CCOC)Cc2ccc(OS(=O)(=O)c3ccc(F)cc3)cc2)cc1`?
mcGAS inh: -6; hcGAS inh: -9; NPYLR7 ag: 14

What do the screens show for `CCC(C)NC(=O)C(C)n1nc(C)n2c(cc3occc32)c1=O` (stereo not drawn)?
mcGAS inh: -3; hcGAS inh: -7; NPYLR7 ag: 5

What do the screens show for `COc1ccc(OC)c(C2C(=C(O)c3ccc(C)cc3)C(=O)C(=O)N2Cc2cccnc2)c1` (stereo not drawn)?
mcGAS inh: -7; hcGAS inh: -5; NPYLR7 ag: 1

What do the screens show for `Cc1ccc(N2C(=O)CC(NCCCN3CCOCC3)C2=O)cc1` (stereo not drawn)?
mcGAS inh: -7; hcGAS inh: -9; NPYLR7 ag: -4

What do the screens show for `CC(C)NC(=O)NCCc1ccc(NC(=S)Nc2cccc(C(F)(F)F)c2)cc1`?
mcGAS inh: 1; hcGAS inh: -1; NPYLR7 ag: 5

What do the screens show for `Cc1cc(O)c(C(c2ccccc2)N2CCN(c3ccccn3)CC2)c(=O)n1Cc1ccco1` (stereo not drawn)?
hcGAS inh: -9; NPYLR7 ag: 10

How did O=C1CCC2(C(=O)OCc3ccccc3F)N1c1ccccc1C(=O)N2C1CC1 (stereo not drawn) do in these assays?
hcGAS inh: -4; NPYLR7 ag: 4

What do the screens show for `COc1ccc(OC)c(NC(=O)C2CC=CCC2C(=O)N2CCc3ccccc3C2)c1` (stereo not drawn)?
mcGAS inh: -2; hcGAS inh: -6; NPYLR7 ag: -3

What do the screens show for `CNc1nc(SC)nc(N(C#N)CC(=O)OC)n1`?
mcGAS inh: -3; hcGAS inh: 0; NPYLR7 ag: 4

How did CC1(O)N(CC(=O)O)C(=O)OC12CCCCC2 (stereo not drawn) do in these assays?
hcGAS inh: 6; NPYLR7 ag: 23

What do the screens show for `Cc1ccc(-n2nc3c(c2NC(=O)CC2CCCCC2)CS(=O)(=O)C3)c(C)c1`?
hcGAS inh: -6; NPYLR7 ag: -5

Results for COCCN(C)Cc1ccc(-c2nc(C)c(C)c(=O)[nH]2)cc1 ?
hcGAS inh: -7; NPYLR7 ag: 3

How did CN(C)CC(=O)Nc1ccc(C(=O)Nc2cnc3n2CCCC3)cc1 do in these assays?
hcGAS inh: -1; NPYLR7 ag: 1

How did Cc1cc(N(C)C2CCCCC2)nc(SCc2cccc(C(=O)NCc3ccc4c(c3)OCO4)c2)n1 do in these assays?
mcGAS inh: -6; hcGAS inh: -10; NPYLR7 ag: 15

Results for O=C(O)c1ccccc1-c1c(-c2ccccc2)ncn1C1CCNC1 (stereo not drawn) ?
mcGAS inh: -12; hcGAS inh: -7; NPYLR7 ag: -1

Results for OCc1cn(C2CCN(Cc3cccn3-c3ccc(Cl)cn3)CC2)nn1 ?
mcGAS inh: -1; hcGAS inh: 0

How did Cc1cc(=O)[nH]c(-n2nc(C)cc2NC(=O)c2ccc(C)c(C)c2)n1 do in these assays?
mcGAS inh: -7; hcGAS inh: -10; NPYLR7 ag: 10

How did C=c1onc(-c2ccccc2Cl)c1=c1[nH]/c(=C\c2ccc([N+](=O)[O-])cc2)c(=O)o1 do in these assays?
hcGAS inh: 0; NPYLR7 ag: 0

Results for CCCN(CC1CC1)C(=O)COC(=O)c1ccc(C)cc1O ?
mcGAS inh: -9; hcGAS inh: -5; NPYLR7 ag: -2

What do the screens show for `CCCCN(Cc1ccc(C)s1)C(=O)C(C)N1CCN(C)CC1` (stereo not drawn)?
hcGAS inh: -9; NPYLR7 ag: 21

What do the screens show for `COc1ccc2c(c1)Oc1cc(C)ccc1N=C2N1CCN(S(=O)(=O)Cc2ccccc2)C(C)C1` (stereo not drawn)?
mcGAS inh: -6; hcGAS inh: -9

Results for CN(Cc1nccn1C(F)F)Cc1c(Cl)nc2sccn12 ?
mcGAS inh: -13; hcGAS inh: 1; NPYLR7 ag: -2

What do the screens show for `CCNc1nc(C)c(C(=O)N2CCC3(CCCN(C)CC3)CC2)s1`?
hcGAS inh: -6; NPYLR7 ag: 5

Results for NC(=O)C1CCCN1S(=O)(=O)c1cccc(Cl)c1Cl (stereo not drawn) ?
hcGAS inh: -5; NPYLR7 ag: 16

What do the screens show for `COc1ccc(NC(=O)c2cccnc2Nc2cc(Cl)ccc2C)cc1Cl`?
mcGAS inh: -3; hcGAS inh: -4; NPYLR7 ag: -6

How did CC(C)(NC(=O)OCc1ccccc1)C(=O)N1CCOC(COCc2cccc(C(F)(F)F)c2)C1 (stereo not drawn) do in these assays?
hcGAS inh: -3; NPYLR7 ag: 26

What do the screens show for `O=C(NCc1nnnn1-c1ccc(Cl)cc1)C1c2ccccc2Oc2ccccc21`?
mcGAS inh: 0; hcGAS inh: 1; NPYLR7 ag: -2

Results for CC(C)(C)c1ccc(S(=O)(=O)N2CCN(CC(O)COc3ccccc3)CC2)cc1 (stereo not drawn) ?
hcGAS inh: -6; NPYLR7 ag: 5

Results for CCN(CC)C(=O)Cn1cc(C(=O)NCC2CCCN2CC)nn1 (stereo not drawn) ?
hcGAS inh: -7; NPYLR7 ag: 6

What do the screens show for `COCCN(CC(=O)N(CCc1c[nH]c2ccccc12)Cc1ccccc1OC)C(=O)Nc1ccccc1Br`?
mcGAS inh: -5; hcGAS inh: -8

What do the screens show for `COc1ncccc1-c1ccc2ncnc(NCCO)c2c1`?
mcGAS inh: -10; hcGAS inh: -2

Results for CN(C)c1cccc(CSc2nnnn2C2CC2)c1 ?
hcGAS inh: -9; NPYLR7 ag: 9

Results for CC(C)CNc1nc(-c2cccnc2)nc2ccccc12 ?
mcGAS inh: -4; hcGAS inh: 10; NPYLR7 ag: 4

How did OC1c2ccccc2-c2c3c(cc4c2C1NCC4)OCO3 (stereo not drawn) do in these assays?
mcGAS inh: 44*; hcGAS inh: 42*; NPYLR7 ag: 12

What do the screens show for `C/C(=N\NC(=O)CSc1nnc(-c2ccccc2)n1-c1ccccc1)c1cccc([N+](=O)[O-])c1`?
hcGAS inh: -7; NPYLR7 ag: -7

Results for COc1c(Cl)cc(Cl)cc1CN1CCOCC(CN(C)C)C1 (stereo not drawn) ?
mcGAS inh: -11; hcGAS inh: -8; NPYLR7 ag: 5

What do the screens show for `CCOC(=O)N1CCN(C(c2ccc(F)c(F)c2)C2Sc3nc(CC)nn3C2=O)CC1` (stereo not drawn)?
mcGAS inh: -8; hcGAS inh: -5; NPYLR7 ag: -4

How did Cc1sc2ccccc2c1-c1nccn1CC1CC(=O)N(C2CC2)C1 (stereo not drawn) do in these assays?
mcGAS inh: -14; hcGAS inh: -9

What do the screens show for `CN(C)c1cccc(C(NC(=O)CCCNC(=O)OCc2ccccc2)c2ccc(S(C)(=O)=O)cc2)c1` (stereo not drawn)?
mcGAS inh: -1; hcGAS inh: -7; NPYLR7 ag: -11

How did Cc1ccc(C(CC(=O)C(C)(C)C)C2C(=O)NC(=O)NC2=O)cc1 (stereo not drawn) do in these assays?
mcGAS inh: -6; hcGAS inh: -10; NPYLR7 ag: 0

What do the screens show for `COc1cccc(CN(Cc2ccc(F)cc2)Cc2nc(C(=O)NCC3CCCO3)co2)c1` (stereo not drawn)?
mcGAS inh: -7; hcGAS inh: -1; NPYLR7 ag: 15

Results for CCOC(=O)c1sc2ncn(CC(=O)NC3(C#N)CCCC3)c(=O)c2c1C ?
hcGAS inh: -7; NPYLR7 ag: 3

What do the screens show for `Cc1ccoc1C(=O)Nc1ccc(OC(F)F)cc1`?
mcGAS inh: -4; hcGAS inh: -3; NPYLR7 ag: -3

What do the screens show for `Cn1c(C(=O)Nc2nncs2)cc2cc(C(F)(F)F)ccc21`?
mcGAS inh: -16; hcGAS inh: -15; NPYLR7 ag: 5

What do the screens show for `Cc1nn2c(NCCN(C)C)cc(C(C)(C)C)nc2c1-c1ccccc1Cl`?
mcGAS inh: 5; hcGAS inh: 12; NPYLR7 ag: 7

How did O=C(c1cnn2cc(CCO)cnc12)N1C[C@@H]2[C@@H]3CC[C@@H](C3)[C@@H]2C1 do in these assays?
hcGAS inh: -6; NPYLR7 ag: -8

Results for CCOC(=O)CCCC(=O)N1CCN(c2c3c(nc4ncnn24)CCC3)CC1 ?
mcGAS inh: -6; hcGAS inh: -1

What do the screens show for `O=C1OC(c2ccc(Cl)c([N+](=O)[O-])c2)=N/C1=C\c1cc2cc3c4c(c2oc1=O)CCCN4CCC3`?
mcGAS inh: -5; hcGAS inh: -7; NPYLR7 ag: 123*

Results for Cc1c(CCC(C)C)c(N2CCN(CCO)CC2)n2c(nc3ccccc32)c1C#N ?
mcGAS inh: -6; hcGAS inh: -5; NPYLR7 ag: 5

What do the screens show for `COc1ccc(-c2cc(C(=O)Nc3ccc(C(C)C)cc3)c3ccccc3n2)c(OC)c1`?
mcGAS inh: -8; hcGAS inh: -8; NPYLR7 ag: 2

Results for CC1=NC2=C(C(=O)CCC2)C(c2coc3ccccc3c2=O)C1C(=O)OCCOc1ccccc1 (stereo not drawn) ?
mcGAS inh: -3; hcGAS inh: -6; NPYLR7 ag: -3

Entries from the list above with a COOH group (two):
How did CC1(O)N(CC(=O)O)C(=O)OC12CCCCC2 (stereo not drawn) do in these assays?
hcGAS inh: 6; NPYLR7 ag: 23

Results for O=C(O)c1ccccc1-c1c(-c2ccccc2)ncn1C1CCNC1 (stereo not drawn) ?
mcGAS inh: -12; hcGAS inh: -7; NPYLR7 ag: -1

Seven compounds already listed, sorted by SMILES length, lowest first:
What do the screens show for `Cn1c(C(=O)Nc2nncs2)cc2cc(C(F)(F)F)ccc21`?
mcGAS inh: -16; hcGAS inh: -15; NPYLR7 ag: 5

What do the screens show for `Cc1nn2c(NCCN(C)C)cc(C(C)(C)C)nc2c1-c1ccccc1Cl`?
mcGAS inh: 5; hcGAS inh: 12; NPYLR7 ag: 7

Results for CCOC(=O)CCCC(=O)N1CCN(c2c3c(nc4ncnn24)CCC3)CC1 ?
mcGAS inh: -6; hcGAS inh: -1

Results for Cc1c(CCC(C)C)c(N2CCN(CCO)CC2)n2c(nc3ccccc32)c1C#N ?
mcGAS inh: -6; hcGAS inh: -5; NPYLR7 ag: 5

What do the screens show for `COc1ccc(-c2cc(C(=O)Nc3ccc(C(C)C)cc3)c3ccccc3n2)c(OC)c1`?
mcGAS inh: -8; hcGAS inh: -8; NPYLR7 ag: 2

Results for CC1=NC2=C(C(=O)CCC2)C(c2coc3ccccc3c2=O)C1C(=O)OCCOc1ccccc1 (stereo not drawn) ?
mcGAS inh: -3; hcGAS inh: -6; NPYLR7 ag: -3

What do the screens show for `O=C1OC(c2ccc(Cl)c([N+](=O)[O-])c2)=N/C1=C\c1cc2cc3c4c(c2oc1=O)CCCN4CCC3`?
mcGAS inh: -5; hcGAS inh: -7; NPYLR7 ag: 123*
